Source: PubChem (NCI)
All columns: NCI-60 one-dose screen, growth in % after 48 h at 10 µM unless noted; 100 = growth as untreated, 0 = no growth, -100 = all killed.
HL-60(TB) = HL-60(TB) leukemia cells; 9% of 78,000 active; active = growth percent below 10
* = called active by the depositor; & = joins results of further samples.

smiles | HL-60(TB)
C#CCOc1cc(N(CC)CC)ccc1C(C(=O)NC(C)(C)C)N(C(=O)C1CCc2cc(F)ccc2O1)c1ccc(F)cc1 (stereo not drawn) | 3.9*
COC(=O)c1cc(OC)c(OC)cc1NC(=O)c1ccoc1COc1ccccc1 | 96
COc1ccc(/C=C(/C)[N+](=O)[O-])cc1OC | -26*
CC1(C)CC(=O)C=C(N2CCC(CCCC3CCN(C4=CC(=O)CC(C)(C)C4)CC3)CC2)C1 | 64
O=P(O)(O)CCCP(=O)(O)O | 97
CCCCCCCCCCC[C@@H](C[C@H]1OC(=O)[C@H]1CCCCCC)OC(=O)[C@@H](CC(C)C)NC=O | -3.3*
CNC(=S)NCCN1CC1 | 145
Cc1c(C(=O)NCCc2ccc(N3CCC[C@H]3C)cc2)[nH]c2ccc(Cl)cc2c1=O | 74
ClC1(Cl)C2CCCCCCC21 (stereo not drawn) | 106
O=C(CSc1nccc(Nc2ccc(S(=O)(=O)Nc3nccs3)cc2)n1)c1ccccc1 | 105
CCCS(=O)(=O)Nc1ccc(F)c(C(=O)c2c[nH]c3ncc(-c4ccc(OCCCC5CCCCN5)nc4)cc23)c1F (stereo not drawn) | 97
C#CCn1cc(C=C2C(=O)NC(=O)NC2=O)c2cc(Cl)ccc21 | 60
CC(=O)n1cc(-c2c[nH]c3ccccc23)c(-c2ccc(Br)cc2)n1 | 67
CCOC(=O)CC1CSC(N/N=C/c2ccccc2)=N1 (stereo not drawn) | 107
NC(=O)c1ccc(OCc2ccccc2)nc1 | 108
Cc1cc(N2CCN(CC(=O)Nc3ccc4c(ccn4C)c3)CC2)nc(N2CCOCC2)n1 | 101
NC(=O)c1ccc[n+](Cc2c[nH]c(=O)[nH]c2=O)c1 | 135
O=Cc1ccccc1OCC(=O)O | 150
CC(C)c1ccc(/C=C/C=O)cc1 | 98
COC(=O)CSc1ccc(Cl)cc1 | 84

(listing goes on)
smiles | HL-60(TB)
COc1ccc2c(c1)C(Sc1ccc(Br)cc1)c1c(nc(N)c(C#N)c1N)O2 (stereo not drawn) | 78
COc1cc(OC)c(S(=O)(=O)NNC(=O)c2ccncc2)cc1C(=O)/C=C/c1ccc2c(c1)OCO2 | 72
COc1ccc([C@H]2[C@H](C(=O)Nc3ccccn3)c3ccccc3C(=O)N2c2ccc(OC)cc2)cc1 | 93
Cc1ccc(C2(SCC(N)C(=O)O)c3ccccc3-c3ccccc32)cc1 (stereo not drawn) | 99
CNC(=O)c1ccccc1Nc1nc(Nc2cc(OC)c(OC)c(OC)c2)ncc1Br | 19
CCOC(=O)CSc1nc(-c2cc(OC)ccc2OC)cc(-c2ccc(OC)cc2)c1C#N | 99
NCCNc1nc2ccc(F)cc2c2c(=O)c3cc(F)ccc3sc12 | 21
COc1ccc(-n2ncc3c2CCc2cc(S(=O)(=O)c4ccccc4)c(OC)nc2-3)cc1 | 58
N#Cc1c(-c2ccc(F)cc2)nc(SCc2nc3ccccc3[nH]2)nc1N1CCOCC1 | 74
CN1CCc2c(sc3ncnc(N/N=C/c4ccc5ccccc5c4)c23)C1 | -15*
NS(=O)(=O)c1ccc(CCn2c(SCC(=O)c3ccc(Br)cc3)nc3ccccc3c2=O)cc1 | 96
CC1(C)CC[C@]2(C(=O)N3CCNCC3)CC[C@]3(C)C(=CC[C@@H]4[C@@]5(C)CC[C@H](OC(=O)c6cccnc6)C(C)(C)[C@@H]5CC[C@]43C)[C@@H]2C1 | 106
CC1=C(c2cc(-c3ccc(N(C)C)cc3)c(C#N)c(N)n2)C(c2ccccc2)NC(=S)N1 (stereo not drawn) | 96
N=C(N)S(=O)O | 102
Cc1nn2c(-c3nc4cc(Cl)c(Cl)cc4[nH]3)c(-c3ccccc3)nc2s1 | 104
CCOC(=O)c1c(O)cc(-c2ccc(Cl)cc2)cc1-c1sc(N(C)Cc2ccccc2)nc1Cl | 100
O=C1OCC/C1=C\NCCCN/C=C1\CCOC1=O | 93
COc1cc(C)ccc1Cl | 101
OCCN/N=C/c1ccncc1 | 100
O=C(NC1CCCCC1)C1=NCCCCN1 | 95

Three entries picked at random from those above:
smiles | HL-60(TB)
CC1=C(c2cc(-c3ccc(N(C)C)cc3)c(C#N)c(N)n2)C(c2ccccc2)NC(=S)N1 (stereo not drawn) | 96
CNC(=O)c1ccccc1Nc1nc(Nc2cc(OC)c(OC)c(OC)c2)ncc1Br | 19
COc1ccc2c(c1)C(Sc1ccc(Br)cc1)c1c(nc(N)c(C#N)c1N)O2 (stereo not drawn) | 78

Next records.
smiles | HL-60(TB)
CC(C)(C)CC(C)(C)Nc1c(-c2cccnc2)nc2cnccn12 | 102
OC1C(O)C(O)C(O)C(O)C1O (stereo not drawn) | 100&85
O=C(Cc1n[nH]c(=S)nc1CC(=O)c1ccccc1)c1ccccc1 | 122
CC1=C(C)CC2(C(=O)NC(=O)NC2=O)C(C)C1 (stereo not drawn) | 109
COc1ccc(/C=C2\Oc3ccc(O)c(O)c3C2=O)cc1 | 91
COc1cc2nn(-c3ccccc3N)nc2cc1OC | 102
CC(=O)c1c(C)[nH]c(-c2nc3ccc(N4CCN(C)CC4)cc3[nH]2)c1-c1ccc2c(c1)OCCO2 | -0.6*
O=[N+]([O-])CC(O)c1ccccc1 (stereo not drawn) | 99
CN=C(N)N/N=C(\C)c1ccc2c(c1)Cc1cc(/C(C)=N/NC(N)=NC)ccc1-2 | -23*
COC(=O)c1ccc(C)nc1 | 92
Brc1ccc(C2=Nn3c(nnc3-c3ccccc3)SC2)cc1 | 105
COc1c(F)ccc(C(=O)Nc2ccc3nc(NC(=O)C4CCCN(S(=O)(=O)c5cccc(Br)c5)C4)sc3c2)c1F (stereo not drawn) | 81
O=C1Nc2nc3ccccn3c2C(=O)[C@H](CCCCNC(=O)OCc2ccccc2)N1 | 90
CCCCCc1cc(O)cc2c1Oc1cc(O)cc(C(=O)CCCC)c1C(=O)O2 | 86
CCN(CC)CCCNC(c1ccccc1)C(O)c1ccccc1 (stereo not drawn) | 108
COC(=O)Cc1nc(C#N)c(N(C)C)o1 | 100
COc1c(NC(C)=O)c2c(c([N+](=O)[O-])c1OC)C(=O)OC2 | 89
N#Cc1nc2c(S(=O)(=O)c3ccc(Cl)cc3)c(N)n(Nc3cccc(Cl)c3)c2nc1C#N | 40
CC1=C(NCCN2CCCC2)C(=O)c2c(OCc3ccc(F)c(Cl)c3)cccc2C1=O | 98
C#CCSc1ncnc2nc[nH]c12 | 77

Next section (5 carried over from the part before).
smiles | HL-60(TB)
COC(=O)Cc1nc(C#N)c(N(C)C)o1 | 100
COc1c(NC(C)=O)c2c(c([N+](=O)[O-])c1OC)C(=O)OC2 | 89
N#Cc1nc2c(S(=O)(=O)c3ccc(Cl)cc3)c(N)n(Nc3cccc(Cl)c3)c2nc1C#N | 40
CC1=C(NCCN2CCCC2)C(=O)c2c(OCc3ccc(F)c(Cl)c3)cccc2C1=O | 98
C#CCSc1ncnc2nc[nH]c12 | 77
O=C(CN1CCN(c2cc3c(cc2F)c(=O)c(C(=O)O)cn3C2CC2)CC1)Nc1nc(-c2ccccc2)cs1 | 82
CC(C)(C)OC(=O)N1C/C(=C\c2cccs2)C(=O)/C(=C/c2cccs2)C1 | 97
CCC(C(C)=O)(c1ccccc1)c1ccccc1 | 100
CN(CCO)c1ccccc1 | 102
CCC(C(O)c1ccc(Cl)cc1)[N+](=O)[O-] (stereo not drawn) | 87
COc1ccc([C@@H]2c3[nH]c4ccccc4c3C[C@H]3C(=O)N(C4CCN(Cc5c(Cl)cccc5Cl)CC4)CC(=O)N23)c(OC)c1 | 87
C=C(C)C1CC[C@]2(C(=O)NCCCCN)CC[C@]3(C)C(=CC[C@@H]4[C@@]5(C)C[C@@H](CC#CC#CC[C@@H]6C[C@]7(C)[C@H]8CC=C9[C@H]%10C(C(=C)C)CC[C@]%10(C(=O)NCCCCN)CC[C@@]9(C)[C@]8(C)CC[C@H]7C(C)(C)[C@H]6OC(C)=O)[C@H](OC(C)=O)C(C)(C)[C@@H]5CC[C@]43C)[C@@H]12 (stereo partly drawn) | 98
Cc1ccc(-c2csc3nc(-n4nc(C)cc4C)cn23)cc1 | 106
COc1ccc(NC(=O)/C=C/c2ccc(NC(=O)N3CCCC3)cc2)cn1 | 102
Cc1nc2c(=O)[nH]c(=O)[nH]c2c(=O)[nH]1 | 101
COC1=NC2=NCCN2C(OC)=N1 | 103
CC(=O)Nc1cc(=O)c2cccnc2[nH]1 | 100
COc1cc(C2CC(c3ccc(Cl)cc3)=NN2C(C)=O)ccc1Oc1ccnc2cc(Cl)ccc12 (stereo not drawn) | 110
CN(C)CCOC1(Cc2ccc(F)cc2)CCC(C(C)(C)C)CC1 (stereo not drawn) | 78
CC1CN(CCNC(=O)n2cc(-c3ccncc3)c(-c3ccc(Cl)c(O)c3)n2)CC(C)O1 (stereo not drawn) | 105
CCCCN(CCCC)C(C)CO (stereo not drawn) | 100
Nc1nc(N)c2cc([N+](=O)[O-])ccc2n1 | 94&88
CCCCOc1ccc(C(=O)OCC(CC)NCCC)cc1N (stereo not drawn) | 91
O=C(Nc1cccc(Cl)c1)Nc1cc(C(F)(F)F)ccc1Cl | -6.2*
C#CC1(O)CCC2C3CCC4=CC(=O)CCC4(C)C3CCC21C (stereo not drawn) | 108

Quoted from the results shown for reference:
smiles | HL-60(TB)
CC(C)(C)OC(=O)N1C/C(=C\c2cccs2)C(=O)/C(=C/c2cccs2)C1 | 97
CCC(C(C)=O)(c1ccccc1)c1ccccc1 | 100
CN(CCO)c1ccccc1 | 102

Further structures.
smiles | HL-60(TB)
O=C(Nc1ccc(F)cc1)c1cc([N+](=O)[O-])ccc1O | 60
NC1C=C(O)N=C2SCN(C(c3ccccc3)c3nc4ncncc4[nH]3)CN21 (stereo not drawn) | 113
N#C/C(=C/c1ccco1)C(=O)O | 89
O=C(NCc1cccc(C(F)(F)F)c1)[C@H](CCC(=O)N1CCN(C2CCCCC2)CC1)N1C(=O)[C@@H](N2C(=O)OC[C@@H]2c2ccccc2)[C@H]1/C(Cl)=C/c1ccccc1 | 5.6*
CCCCNC(C)c1ccccc1 (stereo not drawn) | 115
CC1=C2C(c3ccccc3)=NCCC2NC(=O)N1 (stereo not drawn) | 99
CCn1c2c(c3ccccc31)CC1CN(c3ccc(C)cc3)C(=O)C1C2C(=O)O (stereo not drawn) | 104
O=C1CCC23OC4ON=C(Br)C4C2C(O)c2ccccc2N13 (stereo not drawn) | 87
O=c1oc2ccc(Br)cc2cc1-c1csc(N/N=C/c2cc3ccccc3nc2Cl)n1 | 114
COc1cccc(/C=N/NC(N)=O)c1OC | 98
C[C@]12CCC(=O)C=C1[C@@H](F)C[C@@H]1[C@@H]2[C@@H](O)C[C@@]2(C)[C@H]1CC[C@]2(O)C(=O)CO | 98
Nc1nnc(-c2cccc(Cl)c2Cl)c(N)n1 | 96
N/C(=N\N=C\c1ccc([N+](=O)[O-])cc1)c1c(N)nc(=S)[nH]c1-c1ccc(Cl)cc1Cl | 103
O=C(O)CC1CCc2ccccc21 (stereo not drawn) | 60
CN1CCN(C(=O)[C@]23CCC(C)(C)C[C@H]2C2=CC[C@@H]4[C@@]5(C)CCC(=O)C(C)(C)[C@@H]5CC[C@@]4(C)[C@]2(C)CC3)CC1 | 30
NCc1ccc([N+](=O)[O-])cc1 | 100
Oc1ccccc1CN1CCC2(CCCN(Cc3ccccc3F)C2)C1 (stereo not drawn) | 85
CCOC(=O)c1sc(/N=C2\NC(=O)/C(=C3/C(=O)N(C)c4ccc(Cl)cc43)S2)nc1C | 98
COC1OC(CI)C(OC(C)=O)C(OC(C)=O)C1OC(C)=O (stereo not drawn) | 82
Fc1ccc(/C=C/c2cc(/C=C/c3ccc(F)cc3)n(-c3cc(F)cc(F)c3)n2)cc1 | 79

(cont.)
smiles | HL-60(TB)
Cc1ccc(S(=O)(=O)Nc2ccccc2C(N)=O)cc1 | 70
COc1cc2c(O)cc(C(=O)O)c(-c3cc(OC)c(OC)c(OC)c3)c2cc1OC | 92
N#C/C(=C(\CCCO)NCCCC(=O)O)c1nc2ccccc2[nH]1 | 108
O=[N+]([O-])c1c(O)c(CNCCCO)cc(CNCCCO)c1O | 76
CS(=O)(=O)OCCN(CCOS(C)(=O)=O)c1cccc(Cl)c1 | 103
COc1cc(C2CC(c3ccccc3)=NN2)cc(OC)c1OC (stereo not drawn) | 81
c1ccc(-c2cccc3ccccc23)cc1 | 101
COC(=O)C1=C(C)NC(C)=C(C(=O)OCC(C)C)C1c1cccc(C#N)c1 (stereo not drawn) | 82
O=C(CCCl)OCCOc1ccccc1 | 101
O=C(Nc1nc(-c2ccc(Cl)cc2)cs1)c1ccc(O)c(O)c1 | 26
COc1cc(/C=C/C(=O)C(C)(C)C)cc(OC)c1OC | 112
O=C1OC(=O)C2=C1CCCC2 | 116
N#Cc1cc([N+](=O)[O-])cc([N+](=O)[O-])c1 | 111
Fc1cccc(CNc2c3ccccc3nc3ccccc23)c1 | 47
COC1CC(N)C2OC(c3ccccc3)OCC2O1 (stereo not drawn) | 102
COC(=O)c1cc(-c2ccccc2)[nH]c(=O)c1C#N | 92
COc1ccc(-c2nc(SCC(=O)c3ccc(F)cc3)[nH]c(=O)c2C#N)cc1 | 84
CC1=C(C(=O)c2ccccc2)C(c2ccc(-n3cncn3)cc2)n2c(nc3ccccc32)N1 (stereo not drawn) | 87
O=C1CC(n2[nH]c(=O)ccc2=O)C2CO[C@@H]1O2 (stereo partly drawn) | 110
Cc1ccc(S(=O)(=O)Nc2ccc(-c3ccc4c(c3)NC(=O)/C4=C\c3ccc[nH]3)cc2)cc1 | 39
COC(=O)c1cc(=O)nc(N/N=C/c2ccco2)s1 | 116
O=C(Nc1ccc(N2CCCCC2)c(Cl)c1)c1ccc(Br)o1 | 46
COc1ccc(C2CC(=O)Nc3ncn(-c4ccc(F)cc4)c32)cc1O (stereo not drawn) | 100

A portion of the library (hit frequency here may not be typical).
